CHO parental Ca: ATP-evoked calcium signal inhibitors, parental CHO, primary screen, counter-screen for OX1R antagonist project, cell-based, fluorescence, Fluo-8 calcium dye; parental CHO-K1, ATP-induced calcium, Fluo-8 fluorescence; inhibition, % at 5.6 µM; 0.63% of 330,000 active;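 active = inhibition above that plate's mean sample inhibition plus 3 SD, cut at about 26% in these data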;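 also: 0% = ATP-challenged DMSO wells and 100% = DMSO wells without ATP; some compounds past the cut are filed as inactive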
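Assay system – parental CHO cells · Reagent – ATP stimulus · Detection – intracellular calcium via Fluo-8 no-wash fluorescent dye · Evaluation – percent inhibition of ATP-evoked calcium rise, normalized to controls · Controls – ATP wells versus no-ATP DMSO wells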
M4 ag: human M4 muscarinic receptor agonists, primary screen, CHO-K1 cells, Fluo-8 calcium fluorescence. CHO-K1 hM4/Gqi5; vehicle 0%, full acetylcholine response 100%. activation, % at 3 µM. 0.14% of 360,000 active;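 active = activation above the run mean over all test wells plus 3 SD, cut at about 32% in these data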;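 also: peak over basal fluorescence ratio per well then scaled between controls; 0% = DMSO wells and 100% = acetylcholine at EC100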
CHRM1 PAM: human M1 muscarinic receptor positive allosteric modulators, primary screen, CHO-K1 cells, Fluo-8 calcium fluorescence, 1536-well | AID 588819, 2011 | activation, % at 3 µM | 0.088% of 360,000 active | CHO-K1 hM1, ACh EC20; 0% = ACh EC20, 100% = maximal ACh; in the data active = activation above about 19%, passing the limit was not always enough
Target sequence (P11229 whole entry, looked up): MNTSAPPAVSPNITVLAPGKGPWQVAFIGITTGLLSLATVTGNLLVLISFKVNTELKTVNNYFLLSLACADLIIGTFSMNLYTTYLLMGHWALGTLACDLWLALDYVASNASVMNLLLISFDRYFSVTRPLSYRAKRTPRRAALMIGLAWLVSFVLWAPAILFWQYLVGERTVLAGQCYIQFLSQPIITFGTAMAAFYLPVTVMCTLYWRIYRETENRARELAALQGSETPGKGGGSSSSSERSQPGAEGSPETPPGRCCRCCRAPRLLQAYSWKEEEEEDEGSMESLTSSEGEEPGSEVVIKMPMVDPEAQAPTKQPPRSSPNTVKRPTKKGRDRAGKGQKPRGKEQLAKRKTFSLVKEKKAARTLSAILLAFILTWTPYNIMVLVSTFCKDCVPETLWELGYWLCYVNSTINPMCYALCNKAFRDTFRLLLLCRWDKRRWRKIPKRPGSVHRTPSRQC
OXTR potentiator: human OXTR potentiators, primary screen, fluorescence, CHO-OTR cells, Fluo-8 calcium; AID 2445, 2010; activation, % at 3 µM; Oxytocin receptor (Homo sapiens), P30559; 0.061% of 320,000 active; Fluo-8 calcium fluorescence, potentiator mode; 0% = oxytocin EC15, 100% = EC100;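 active = activation above that plate's cutoff, the mean activation of tested compounds plus 3 SD, cut at about 6.6% in these data, passing the limit was not always enough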;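 also: 100% uses oxytocin at 75 nM as the full agonist control; some results filed as inactive read as strong as hits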
Target sequence (P30559 whole entry, looked up): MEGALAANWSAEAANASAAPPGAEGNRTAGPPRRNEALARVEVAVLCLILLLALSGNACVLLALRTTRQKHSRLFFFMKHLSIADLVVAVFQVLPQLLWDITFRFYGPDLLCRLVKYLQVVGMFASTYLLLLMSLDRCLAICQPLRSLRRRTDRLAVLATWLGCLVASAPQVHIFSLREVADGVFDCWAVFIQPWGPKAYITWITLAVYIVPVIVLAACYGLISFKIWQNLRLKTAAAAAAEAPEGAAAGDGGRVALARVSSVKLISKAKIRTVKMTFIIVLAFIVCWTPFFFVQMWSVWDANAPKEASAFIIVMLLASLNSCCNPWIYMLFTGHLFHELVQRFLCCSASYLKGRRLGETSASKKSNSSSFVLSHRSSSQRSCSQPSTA
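Material: human OTR in CHO cells. Compound: 3.0 µM, one dose. Timing: compound 6 min at room temperature before oxytocin, 100 s read. Evaluation: % activation of max/min ratio relative to oxytocin controls. Replication: single well per compound, singlicate. Signal: Fluo-8 calcium dye fluorescence.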
M1 ag parental: counter-screen for M1 agonists: effect in parental CHO-K1 cells; Fluo-8 calcium fluorescence; scaled to maximal ATP response, vehicle zero; activation, % at 3 µM; 0.48% of 360,000 active; in the data active = activation above about 15%;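 also: untransfected CHO-K1 host cells lacking M1 receptor as counterscreen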
CHRM1 agonist: human M1 muscarinic receptor agonists, primary screen, Fluo-8 calcium fluorescence, CHO-K1 cells, HTS. Muscarinic acetylcholine receptor M1 (Homo sapiens), P11229. CHO-K1 hM1, agonist mode; 0% DMSO, 100% acetylcholine EC100. activation, % at 3 µM. 0.33% of 360,000 active;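 active = activation above the run's mean compound activation plus 3 SD, cut at about 16% in these data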;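 also: peak over basal fluorescence ratio within a 140 s kinetic read after compound addition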
CHRM4 antagonist: human M4 muscarinic receptor antagonists, primary screen, CHO cells, Fluo-8 calcium fluorescence | 0.73% of 360,000 active | AID 624125, 2012 | inhibition, % at 3 µM | Muscarinic acetylcholine receptor M4 (Homo sapiens), P08173 | CHO-hM4 cells, ACh EC80;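 active = inhibition above its plate's cutoff, the mean inhibition of sample wells plus 3 SD, cut at about 27% in these data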;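 also: 0% = acetylcholine EC80 with DMSO and 100% = DMSO without agonist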
CHO-K1 Ca antag: M1 antagonist counterscreen hit in parental CHO-K1 cells | ATP-induced calcium, Fluo-8 fluorescence | inhibition, % at 3 µM | 0.6% of 360,000 active;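 active = inhibition above a per-plate cutoff, the plate's mean sample inhibition plus 3 SD, cut at about 24% in these data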;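 also: 0% = DMSO plus EC80 ATP and 100% = DMSO alone without ATP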
CHRM1 antagonist: human M1 muscarinic receptor antagonists, primary screen, CHO-K1 cells, Fluo-8 calcium fluorescence, 1536-well | 1.3% of 360,000 active | Muscarinic acetylcholine receptor M1 (Homo sapiens), P11229 | inhibition, % at 3 µM | CHO-K1 hM1, ACh EC80 antagonist;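 active = percent inhibition above its own plate's cutoff, namely the mean of that plate's compound wells plus 3 SD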;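 also: peak over basal fluorescence ratio during 140 s after agonist addition; 0% = ACh EC80 plus DMSO and 100% = DMSO alone without agonist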
Active calls of the source: *; . = no result given.

entry	Structure	CHO parental Ca	M4 ag	CHRM1 PAM	OXTR potentiator	M1 ag parental
1	NS(=O)(=O)c1cc2c(cc1Cl)NC(CSCc1ccccc1)=NS2(=O)=O	2.0	-0.4	9.3	12.4	-0.4
2	Cc1ccccc1C1NC(=O)c2ccccc2O1 (stereo unspecified)	-2.2	0.6	12.3	1.4	0.8
3	CCCn1cc(C(=O)OCC)c(=O)c2cc(F)c(F)cc21	12.0	0.5	14.9	-5.1	0.8
4	CCOc1ccccc1/C=N/n1c(COc2ccccc2)n[nH]c1=S	-10.1	0.9	-0.5	-12.8	-0.2
5	Cc1cc(N=NC(=O)c2ccccc2O)c2ccccc2c1O	-8.4	6.7	-11.8	-16.2	6.4
6	O=C(COC(=O)Cc1ccc(Br)cc1)Nc1c(F)c(F)c(F)c(F)c1F	-2.6	7.2	8.0	-10.3	1.9
7	COc1ccc(-c2nc3ccccn3c2Cl)cc1	-12.9	0.5	11.8	-13.7	-0.9
8	O=C(Nc1ccccn1)c1ccc(COc2ccccc2Cl)o1	-7.5	-0.1	2.6	3.4	0.0
9	O=C(NC1CCCc2c1cnn2-c1ccc(F)cc1F)c1ccccc1N1CCOCC1 (stereo unspecified)	-9.4	-0.1	2.0	-6.5	-0.5
10	C=C1/C=C(\C)C(C)(O)CC(O)CC(=O)C(O)C(O)C(C)CC(C)OC(=O)/C(C)=C/CC/C=C/C(OC)C(O)CC(C)C1 (stereo unspecified)	-19.4	24.1	-12.3	-7.5	4.7

entry	CHRM1 agonist	CHRM4 antagonist	CHO-K1 Ca antag	CHRM1 antagonist
1	0.2	-10.1	6.0	-34.6
2	1.5	-0.9	-10.8	-8.3
3	-1.4	-3.6	-10.9	-13.7
4	-2.4	-14.1	19.2	15.6
5	1.6	-3.4	-7.2	1.5
6	-7.3	-9.9	-10.3	-6.2
7	-0.5	-23.0	7.4	-5.2
8	-2.9	6.6	9.8	-4.2
9	-6.7	5.9	-2.3	7.0
10	-2.7	2.9	-13.9	14.1

Gathered by group: those above with fluorine.
entry	Structure	CHO parental Ca	M4 ag	CHRM1 PAM	OXTR potentiator	M1 ag parental
3	CCCn1cc(C(=O)OCC)c(=O)c2cc(F)c(F)cc21	12.0	0.5	14.9	-5.1	0.8
6	O=C(COC(=O)Cc1ccc(Br)cc1)Nc1c(F)c(F)c(F)c(F)c1F	-2.6	7.2	8.0	-10.3	1.9
9	O=C(NC1CCCc2c1cnn2-c1ccc(F)cc1F)c1ccccc1N1CCOCC1 (stereo unspecified)	-9.4	-0.1	2.0	-6.5	-0.5

entry	CHRM1 agonist	CHRM4 antagonist	CHO-K1 Ca antag	CHRM1 antagonist
3	-1.4	-3.6	-10.9	-13.7
6	-7.3	-9.9	-10.3	-6.2
9	-6.7	5.9	-2.3	7.0

(more compounds)
entry	Structure	CHO parental Ca	M4 ag	CHRM1 PAM	OXTR potentiator	M1 ag parental
11	Cc1ccc(NC(=S)N2CCN(S(C)(=O)=O)CC2)cc1C	.	1.1	4.6	.	0.3
12	CCc1cc(C(=O)Nc2ccc(S(=O)(=O)NC3=NCCCCC3)cc2)sc1C	-29.1	-1.1	3.8	-1.8	-0.3
13	CN(C)c1nc(=S)nc(NCc2ccccc2)[nH]1	-0.1	0.9	6.2	-9.2	0.5
14	O=C(CS(=O)(=O)c1c[nH]c2ccccc12)N1CCCCCC1	-5.8	1.1	-6.2	-8.8	0.9
15	CCOC(=O)N1CCN(C(=O)/C(=C/c2ccc(Cl)cc2)NC(=O)c2ccccc2)CC1	-16.0	0.2	1.5	-5.6	0.0
16	Oc1ccc(/C=N/Nc2nccnc2Cl)cc1	-11.6	0.2	6.2	-14.4	0.2
17	COCc1c(C(=O)N/N=C/C2CC=CCC2)nnn1-c1nonc1N (stereo unspecified)	-15.9	0.9	6.7	-3.0	2.2
18	Cc1ccc2c(c1)[C@H]1[C@H](CO2)[C@H](c2ccccc2)[C@]2(C)C(=O)N(Cc3ccco3)CC(=O)N12	-15.5	11.2	2.4	-5.3	1.3
19	Cc1ccc2cc3cc(C(=O)NCc4ccco4)oc3nc2c1	21.7	2.3	2.8	-8.3	0.5
20	CCOc1cc(CN2CCN(c3ncccn3)CC2)ccc1OC	-1.5	0.0	15.7	-10.1	-0.1

entry	CHRM1 agonist	CHRM4 antagonist	CHO-K1 Ca antag	CHRM1 antagonist
11	-1.6	3.1	-3.8	-10.2
12	-4.8	0.1	-6.9	-1.6
13	-4.0	2.2	-10.6	-5.7
14	-4.5	14.6	-5.8	3.4
15	-0.5	-2.2	-5.7	11.7
16	-3.4	-7.5	-5.1	-9.1
17	-4.2	-2.7	-10.0	-0.6
18	0.0	4.2	-7.5	-5.5
19	-3.1	4.3	-9.2	-2.0
20	-8.3	13.9	-8.5	-10.9

Carrying on.
entry	Structure	CHO parental Ca	M4 ag	CHRM1 PAM	OXTR potentiator	M1 ag parental
21	CC(C)c1ccc(Nc2ccc(C(=O)O)cc2[N+](=O)[O-])cc1	7.8	-1.4	9.0	-11.4	-0.5
22	O=C(Nc1cccc(-c2csc(Nc3cccc(C(F)(F)F)c3)n2)c1)c1ccccc1	-24.5	0.7	-5.2	-7.2	0.4
23	CCOC(=O)C(C)n1cnc2scc(-c3ccc(C)cc3)c2c1=O (stereo unspecified)	-14.1	-1.0	4.9	4.3	0.0
24	Cc1ccc(NS(=O)(=O)c2ccc(C)c(C(=O)NCC(c3ccccc3)N(C)C)c2)cc1 (stereo unspecified)	-24.5	4.0	-1.9	-10.3	1.2
25	N/C(=N/OCC(=O)Nc1cccc2ccccc12)c1nonc1N	7.8	2.9	11.0	-2.3	1.0
26	CCN(CC)CCNC(=O)CN1C(=O)CSc2ccc(S(=O)(=O)N3CCOCC3)cc21	.	-0.2	5.2	.	0.0
27	O=C(c1ccccc1)C(O)(CN1CCCCC1)c1ccccc1 (stereo unspecified)	.	-0.1	-2.5	.	-0.3
28	CCN1CCN(C(c2nnnn2Cc2ccc3c(c2)OCO3)C(C)C)CC1 (stereo unspecified)	-5.6	0.7	4.5	-8.4	0.2
29	CCOC(=O)C1CCN(C(=O)COC(=O)c2nn(C)c(=O)c3ccccc23)CC1	-11.8	1.7	10.6	5.5	0.4
30	COc1ccc(CNC(=S)NCc2ccc(Cl)cc2)cc1OC	-12.3	14.1	-3.9	-11.6	12.3

entry	CHRM1 agonist	CHRM4 antagonist	CHO-K1 Ca antag	CHRM1 antagonist
21	-2.7	5.4	14.2	-2.1
22	-10.0	-9.8	1.6	3.0
23	-7.1	-6.5	4.2	-10.3
24	2.4	-11.1	-0.1	1.5
25	-0.7	10.0	-3.2	-13.7
26	-7.8	-8.0	-11.2	-8.0
27	-5.2	5.7	-5.0	1.7
28	-4.8	-9.8	-8.0	-12.4
29	0.3	2.2	2.1	1.4
30	13.6	4.4	-7.1	5.0

(list continues)
entry	Structure	CHO parental Ca	M4 ag	CHRM1 PAM	OXTR potentiator	M1 ag parental
31	CCOc1ccc(S(=O)(=O)N2CCC(C(=O)NCc3cccnc3)CC2)cc1C	-9.7	-0.3	19.2	0.1	-1.0
32	CCC(C)Sc1nc2c(cnn2-c2ccc(C)c(C)c2)c(=O)[nH]1 (stereo unspecified)	-17.1	0.8	11.0	-6.0	0.4
33	Cc1ccc(C)c(Cn2c(=O)c3c(nc4n3CCN4Cc3ccco3)n(C)c2=O)c1	-21.0	0.3	14.9	-16.8	0.8
34	CCOC(=O)c1c(C)[nH]c(C)c1S(=O)(=O)N(C)CC(=O)NCc1ccc(C)cc1	9.7	2.3	-1.4	-2.2	3.4
35	C=CCOc1c(Br)cc(CNCCCN2CCOCC2)cc1OC	.	0.8	17.0	.	-0.5
36	Cc1nc2ccccc2c(=O)n1-c1ccc(NS(=O)(=O)c2ccc(F)cc2F)cc1	-2.6	3.8	12.0	-3.0	-0.1
37	Cc1c(Cc2ccccc2)c(=O)oc2cc(O)cc(O)c12	-1.9	4.2	13.7	-9.7	1.7
38	Cc1ccc(C)c(NC(=O)CN(C)C(=O)c2ccc(COc3ccccc3)cc2)c1	.	7.8	-4.6	.	2.8
39	Cc1ccc(C(=O)Nc2ccc(Br)cc2)cc1S(=O)(=O)Nc1ccccn1	-8.2	0.5	3.1	2.1	0.6
40	Cc1nn(C2CCS(=O)(=O)C2)c(Cl)c1/C=C/C(=O)OCC(=O)Nc1ccc2c(c1)OCO2 (stereo unspecified)	-8.4	3.6	3.0	-1.7	1.3

entry	CHRM1 agonist	CHRM4 antagonist	CHO-K1 Ca antag	CHRM1 antagonist
31	-5.5	-1.0	-20.1	-21.3
32	-2.5	-2.4	-8.5	-18.1
33	0.2	5.6	-10.9	-11.4
34	-2.4	-7.8	19.7	5.0
35	-8.6	-7.8	10.5	-23.2
36	2.5	-4.4	10.6	1.0
37	10.7	-5.2	-2.8	-3.1
38	-3.5	8.3	6.1	4.9
39	-3.2	4.9	-7.6	-2.6
40	-2.7	-1.5	3.9	-14.0

Next part.
entry	Structure	CHO parental Ca	M4 ag	CHRM1 PAM	OXTR potentiator	M1 ag parental
41	Cc1ccc(S(=O)(=O)NC(=O)c2ccc(F)cc2)c(C)c1	-4.4	0.6	9.8	3.6	0.1
42	Cc1nonc1OCCN1CCN(c2ccc([N+](=O)[O-])cc2)CC1	-7.3	5.2	-4.9	-13.6	7.3
43	O=C(C1CC(=O)N(c2ccc(Cl)cc2)C1)N1CCOCC1 (stereo unspecified)	-5.6	0.3	-6.2	-8.9	0.1
44	O=C1NC(c2cc3c(cc2Cl)OCO3)Oc2ccccc21 (stereo unspecified)	-3.1	-0.2	2.2	-11.1	0.1
45	CC(C)(C)c1ccc(C(=O)NCCOc2ccccc2F)cc1	-4.8	19.1	0.5	-1.5	5.2
46	Cc1ccc(C)c(NC(=O)c2ccc(OC(=O)c3ccco3)cc2)c1	-10.8	4.8	2.4	1.5	1.4
47	CCOC(=O)C1CCN(c2nc(-c3ccc(C)cc3)nc3ccccc23)CC1	-11.0	12.5	-5.9	-15.5	5.2

entry	CHRM1 agonist	CHRM4 antagonist	CHO-K1 Ca antag	CHRM1 antagonist
41	-1.1	-0.3	-0.4	-5.4
42	-3.6	4.6	-3.7	13.9
43	-3.7	8.8	-14.9	11.2
44	-4.0	8.8	-2.1	2.1
45	-5.7	12.0	11.0	10.3
46	-10.2	-6.5	-4.3	-0.2
47	-4.7	-4.1	-2.4	21.9

Entries above with a thiophene ring, fused or not (2):
entry	Structure	CHO parental Ca	M4 ag	CHRM1 PAM	OXTR potentiator	M1 ag parental
12	CCc1cc(C(=O)Nc2ccc(S(=O)(=O)NC3=NCCCCC3)cc2)sc1C	-29.1	-1.1	3.8	-1.8	-0.3
23	CCOC(=O)C(C)n1cnc2scc(-c3ccc(C)cc3)c2c1=O (stereo unspecified)	-14.1	-1.0	4.9	4.3	0.0

entry	CHRM1 agonist	CHRM4 antagonist	CHO-K1 Ca antag	CHRM1 antagonist
12	-4.8	0.1	-6.9	-1.6
23	-7.1	-6.5	4.2	-10.3

Screening data: PubChem, The Scripps Research Institute Molecular Screening Center
